Bcl-B TR3 displacers: displacers of TR3 peptide from Bcl-B, primary screen, selectivity assay for Bfl-1 inhibitor project, biochemical, fluorescence polarization. Bcl-2-like protein 10 (Homo sapiens). FP displacement of FITC-TR3 peptide from Bcl-B; higher % means a stronger effect. displacement, % at 20 µM; hits with a dose series show IC50 in µM. 96,000 tested, 0.11% active;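 active means displacement above 50% at 20 µM plus a fluorescence interference ratio under 1.5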;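 further: plate controls were wells without compound for no effect and wells lacking Bcl-B protein for full effect; a part of the inactive calls stands beside numbers as strong as those of hits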
PLAP inhibition: PLAP enzyme inhibitors, biochemical, luminescence, HTS (AID 690); 96,000 tested, 0.08% active; inhibition, % at 20 µM; hits with a dose series show IC50 in µM; purified PLAP, luminescent substrate; higher % means a stronger effect; Alkaline phosphatase, placental type (Homo sapiens); in the data active means a potency from the dose series; inactive means the rest, 99 in 100 with inhibition below about 30%; further: strong numbers were not always called active
MRP reversal: reversal of MRP1-mediated doxorubicin resistance, primary screen, H69AR cells, doxorubicin co-treatment. H69AR cells + 2 uM doxorubicin, CellTiter-Glo, 72 h. differential viability (reversal), % at 10 µM. 85,000 tested, 0.04% active. AID 602, 2007;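 active means viability drop by adding the cancer drug above about 55%, with treated viability meeting a 40% cutoff, limit read from the data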;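 further: viability without doxorubicin minus viability with 2 µM doxorubicin for each compound; larger differential means the compound sensitizes cells more to doxorubicin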
NFkB transloc pot: enhancers of NFkB p65 translocation in HUVEC – imaging, IL-1B stimulus, high-content imaging, primary screen | activation, % at 2 µM | 94,000 tested, 0.3% active | HUVEC IL-1B NFkB p65 nuclear translocation imaging;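 active means activation above 40%, about the mean plus 3 SD, also judged a hit on visual image review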;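 further: percent activation is computed from the nuclear over cytoplasmic p65 intensity ratio; values of inactives mirror those of a sister screen read the other way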
IL1B NFkB inh: inhibitors of IL-1B driven NFkB p65 nuclear import, primary screen, imaging, HUVEC, IL-1B stimulus, high-content imaging. HUVEC IL-1B NFkB p65 nuclear translocation imaging. inhibition, % at 2 µM. 94,000 tested, 0.43% active. AID 796, 2007;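 active means inhibition above about 30% together with a positive call from visual inspection of the well image, limit read from the data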;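 further: nuclear over cytoplasmic p65 intensity ratio measured by imaging; 0% = IL-1B stimulated DMSO wells and 100% = unstimulated DMSO wells; values of inactives mirror those of a sister screen read the other way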
MRP reversal cytotoxicity: second read-out of MRP reversal, no call of its own (marks repeat the call); viability, %; H69AR cells, CellTiter-Glo, 72 h; measured here: cytotoxicity without doxorubicin
MRP reversal with doxorubicin: further read-out of MRP reversal, marked with its call; viability, %; measured here: viability with 2 uM doxorubicin; active compounds read low
IL1B NFkB inh cell count 2 µM: further read-out of IL1B NFkB inh, marked with its call; cell count; measured here: cells passing quality filter;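 raw number of nuclei counted in each imaged well without normalization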
NFkB transloc pot cell count 2 µM: also measured in NFkB transloc pot; calls as there; cell count; measured here: cells passing quality filter
* hit, by the source's call; x = no result given.

Every second line gives: Bcl-B TR3 displacers	PLAP inhibition	MRP reversal	MRP reversal cytotoxicity	MRP reversal with doxorubicin	NFkB transloc pot	NFkB transloc pot cell count 2 µM	IL1B NFkB inh	IL1B NFkB inh cell count 2 µM
1) COc1cccc(C2=CC(c3cccc(OC)c3OC)n3nnnc3N2)c1 (stereo unspecified)
→ -12%	-11%	x	x	x	x	x	x	x
2) CCC(C(=O)NCc1ccco1)N(C(=O)CNS(=O)(=O)c1ccc(C)cc1)c1ccccc1OC (stereo unspecified)
→ 0%	-41%	3	96	92	11	183	-11	183
3) COCCCn1c(SCC(=O)N2CCCCC2C)nnc1-c1ccco1 (stereo unspecified)
→ -6%	-19%	16	92	76	-6	135	6	135
4) Cc1cccc(C)c1OCc1nnc(SCC(=O)Nc2ccccc2F)o1
→ 2%	0%	x	x	x	-1	45	1	45
5) CC(=O)N1CCc2cc(S(=O)(=O)NCCC(=O)Nc3cc(C)cc(C)c3)ccc21
→ -6%	24%	5	95	90	-3	90	3	90
6) COC(=O)N(C)CCCC1(C)C(=O)N(C)c2ccc(O)cc21 (stereo unspecified)
→ -10%	-5%	25	110	85	8	141	-8	141
7) O=C(NC1CCCCC1)N1CCN(c2ccccc2)CC1
→ x	x	3	106	102	-5	144	5	144
8) COc1ccc(-c2csc3ncnc(NCCN4CCOCC4)c23)cc1
→ 4%	-29%	-14	21	35	-1	182	1	182
9) CCOC(=O)c1ccccc1NC1c2ccccc2C(=O)N1c1ccc(C)cn1 (stereo unspecified)
→ 4%	-29%	-7	79	86	x	x	x	x
10) CSc1nc(O)c(Cc2ccccc2)c(=O)[nH]1
→ 4%	-19%	x	x	x	4	137	-4	137
11) CCCCCOC(=O)c1ccc(OC(=O)c2cncc(Br)c2)cc1
→ 8%	5%	16	106	90	-4	152	4	152
12) C=CCOC(=O)C1=C(C)Nc2ncnn2C1c1cc(Br)ccc1F (stereo unspecified)
→ -8%	-25%	-31	45	76	5	110	-5	110
13) CC1=C(C(=O)OCC2CCCO2)C(c2ccc(O)cc2)NC(=O)N1 (stereo unspecified)
→ -10%	-12%	3	92	90	x	x	x	x
14) Cc1cccc(C)c1NC(=O)C(c1ccc([N+](=O)[O-])cc1)N1CCCCC1 (stereo unspecified)
→ -3%	-2%	x	x	x	3	121	-2	121
15) COc1ccc2nc(NC(=S)N(C)C)sc2c1
→ -7%	-52%	-5	60	65	6	128	-6	128

Reformatted in markdown: 3 of the compounds above.
| no. | SMILES | Bcl-B TR3 displacers | PLAP inhibition | MRP reversal | MRP reversal cytotoxicity | MRP reversal with doxorubicin | NFkB transloc pot | NFkB transloc pot cell count 2 µM | IL1B NFkB inh | IL1B NFkB inh cell count 2 µM |
| --- | --- | --- | --- | --- | --- | --- | --- | --- | --- | --- |
| 6 | COC(=O)N(C)CCCC1(C)C(=O)N(C)c2ccc(O)cc21 (stereo unspecified) | -10% | -5% | 25 | 110 | 85 | 8 | 141 | -8 | 141 |
| 7 | O=C(NC1CCCCC1)N1CCN(c2ccccc2)CC1 | x | x | 3 | 106 | 102 | -5 | 144 | 5 | 144 |
| 8 | COc1ccc(-c2csc3ncnc(NCCN4CCOCC4)c23)cc1 | 4% | -29% | -14 | 21 | 35 | -1 | 182 | 1 | 182 |

Remaining list, next part.
Every second line gives: Bcl-B TR3 displacers	PLAP inhibition	MRP reversal	MRP reversal cytotoxicity	MRP reversal with doxorubicin	NFkB transloc pot	NFkB transloc pot cell count 2 µM	IL1B NFkB inh	IL1B NFkB inh cell count 2 µM
16) CC(=O)OC1c2ccccc2C(=O)N1c1ccccc1C (stereo unspecified)
→ 0%	8%	8	97	89	18	69	-18	69
17) CCOC(=O)c1c(C)[nH]c(C(=O)COC(=O)CCC(=O)c2ccc3c(c2)OCCO3)c1C
→ -2%	2%	21	102	81	x	x	x	x
18) CCOC(=O)Cc1csc(NC(=O)CSc2ncnc3c2cnn3-c2ccccc2Cl)n1
→ -9%	-46%	-30	42	71	8	200	-8	200
19) Nc1ccc(OCc2ccccc2)cc1
→ x	x	18	104	87	-1	177	1	177
20) O=C(NCCCN1CCOCC1)c1ccc(Br)s1
→ -3%	-28%	14	93	79	-13	82	13	82
21) CCOC(=O)C1CCN(CCC(=O)Nc2cccc(Cl)c2)CC1
→ 5%	-69%	-2	86	88	-6	158	6	158
22) COc1ccc(/C(C)=N/NC(=O)c2ccc(CSc3cccc4cccnc34)cc2)cc1OC
→ -1%	-2%	-23	50	73	-13	159	13	159
23) C=CCNc1nc(C2(C)CC3(CC(C)(C)OC3=O)C(=O)O2)cs1 (stereo unspecified)
→ -16%	16%	-3	93	96	1	166	-1	166
24) Cc1ccc(S(=O)(=O)c2nc(S(C)(=O)=O)sc2NCC2CCCO2)cc1 (stereo unspecified)
→ -11%	13%	30	92	62	35	159	-35	159
25) Cc1ccc(C(=O)NCCNC(=O)CN2CCOCC2)cc1
→ -8%	1%	7	107	100	2	132	-2	132
26) CN(CCCNC(=O)c1ccc(/C=N/O)nc1)CCCN(C)Cc1ccccc1
→ 6%	-41%	10	83	74	-7	153	7	153
27) CNC(=O)c1sccc1-n1cccc1
→ 0%	-3%	-1	96	98	x	x	x	x
28) O=C(CN(CCc1ccccc1)C(=O)CNS(=O)(=O)c1ccc(F)cc1)NCC1CCCO1 (stereo unspecified)
→ 9%	-58%	1	94	93	9	89	-9	89
29) COc1cccc(-c2nn(C)c3sc(C(=O)NCc4ccc5c(c4)OCO5)cc23)c1
→ -20%	-118%	8	88	79	-7	158	7	158
30) CCCCN(CCCC)C(=O)/C=C/c1cccc([N+](=O)[O-])c1
→ 7%	-46%	x	x	x	-6	135	6	135
31) COc1cnc(-c2ccccn2)nc1Sc1c(Cl)cccc1Cl
→ 4%	10%	x	x	x	x	x	x	x
32) O=S1(=O)C=C(Sc2nc3cc(Cl)ccc3o2)c2ccccc21
→ -13%	-3%	x	x	x	-56	96	56*	96*
33) CN(C)S(=O)(=O)c1ccc(N2CCCC2)c(C(=O)NC(c2ccccc2)c2ccccc2)c1
→ -13%	-31%	x	x	x	-7	153	7	153
34) CCOC(=O)COn1c2c(c3c4no[n+]([O-])c4ccc31)CCCC2
→ -7%	-13%	x	x	x	4	189	-4	189
35) Cc1cc(C)c2c(n1)nn1c(C3CC3)cc(C(F)(F)F)nc21
→ x	x	18	92	74	-1	122	1	122
36) O=C(NC1CC2CCCC(C1)N2C1CC1)NC12CC3CC(CC(C3)C1)C2 (stereo unspecified)
→ -10%	-260%	-3	77	80	4	104	-4	104
37) O=c1oc2cc(Oc3c([N+](=O)[O-])cc(C(F)(F)F)cc3[N+](=O)[O-])ccc2c2c1CCCC2
→ 5%	4%	x	x	x	27	145	-27	145
38) Cc1ccccc1NS(=O)(=O)c1ccc(NC(=O)CSCc2ccc(Br)cc2)cc1
→ 0%	5%	x	x	x	6	83	-6	83
39) COc1ccc(NC(=O)CN(c2ccc(C)cc2)S(=O)(=O)c2c(C)nn(C)c2C)cc1OC
→ -2%	6%	-15	90	105	28	129	-28	129
40) CCCCNS(=O)(=O)c1ccc2nc(SCC(=O)N3CC(C)OC(C)C3)[nH]c2c1 (stereo unspecified)
→ -6%	-93%	15	96	81	-3	160	3	160
41) CC1C[C@@]2(NC(=O)NC2=O)C(C)CN1C (stereo partly specified)
→ x	x	x	x	x	2	154	-2	154
42) Cc1cccc(-n2c(Cc3cc(=O)[nH]c(=O)[nH]3)nnc2SCC(=O)N2CCCCC2)c1
→ -10%	-38%	-8	88	96	-4	155	4	155
43) COc1ccc(CNC(=O)CCS(=O)(=O)c2cccc3nonc23)cc1
→ 0%	-4%	6	94	88	x	x	x	x
44) COc1ccc(N(CC(=O)NC2CCCCC2)S(=O)(=O)c2c(C)[nH]c(=O)[nH]c2=O)cc1
→ -2%	-18%	8	95	87	8	187	-8	187
45) Brc1ccc(C2Nc3cccc4cccc(c34)N2)o1
→ 18%	11%	4	94	90	32	123	-32	123
46) CC1C(=O)CC(c2ccccc2)NC1c1ccccc1 (stereo unspecified)
→ -14%	15%	15	88	72	8	147	-8	147
47) O=C(Nc1ccccc1-c1nc2ccccc2[nH]1)c1ccc(S(=O)(=O)N2CCCCC2)cc1
→ 1%	-13%	x	x	x	38	129	-38	129
48) CC(C)(C)n1nnnc1C(c1cccc(C#N)c1)N1CCN2CCCC2C1 (stereo unspecified)
→ 0%	-64%	0	91	91	-3	170	3	170
49) CC(C)CCNc1nc2c(c(=O)n(Cc3cccc(F)c3)c(=O)n2C)n1C
→ -4%	-52%	13	91	78	2	136	-2	136
50) CCOc1ccc(C2=Nn3c(nnc3-c3ccccc3)SC2)cc1Cl
→ 3%	15%	-21	45	66	-1	170	1	170
51) CC(=O)c1ccc(S(=O)c2ccccc2)cc1 (stereo unspecified)
→ 2%	-2%	x	x	x	7	138	-7	138
52) O=C(Nc1ccccc1)c1ccc2c(c1)OCCO2
→ -4%	0%	-2	87	89	-2	149	2	149
53) O=C1NC2C(NC(=O)N2C2CCCCC2)N1C1CCCCC1 (stereo unspecified)
→ -3%	15%	-5	100	105	-10	170	10	170
54) CC(=O)OC1CCC(OC(C)=O)c2c1n([O-])c(C)c(C)[n+]2=O (stereo unspecified)
→ -11%	-6%	-7	90	97	14	176	-14	176
55) CCOC(=O)N1CCC(NC(=O)C2CCN(C(=O)N3CC(C)Oc4ccc(C)cc43)CC2)CC1 (stereo unspecified)
→ -6%	-78%	-3	90	93	-50	42	50*	42*
56) Cc1nn(C(=O)CCCC(=O)n2nc(C)c(Cl)c2C)c(C)c1Cl
→ x	x	4	93	89	2	142	-2	142
57) CCCCC(=O)Oc1ccccc1C1SCc2cc(C)c(C)cc2CS1
→ 5%	1%	x	x	x	x	x	x	x
58) Cc1ccc(C(=O)Nc2nc3ccc(S(C)(=O)=O)cc3s2)s1
→ -4%	2%	-28	38	66	16	152	-16	152
59) Cc1ccc(S(=O)(=O)c2c(COC(=O)c3ccc(Cl)cc3)c(-c3ccccc3)nn2C)cc1
→ -6%	10%	-1	41	42	x	x	x	x
60) Cc1nc(NC2=NCN(Cc3ccccc3)CN2)nc2ccccc12
→ -2%	-15%	-4	81	86	x	x	x	x
61) C/C=C(\C)c1nnc(NC(=O)c2ccco2)s1
→ 2%	19%	-7	97	104	8	172	-8	172
62) Cc1ccc(S(=O)(=O)Nc2ccc(S(=O)(=O)Nc3ncccn3)cc2)cc1
→ 7%	-28%	1	101	100	27	169	-27	169

Four compounds out of the list above, ordered by their value in NFkB transloc pot, falling.
cpd | SMILES | NFkB transloc pot
58 | Cc1ccc(C(=O)Nc2nc3ccc(S(C)(=O)=O)cc3s2)s1 | 16
56 | Cc1nn(C(=O)CCCC(=O)n2nc(C)c(Cl)c2C)c(C)c1Cl | 2
50 | CCOc1ccc(C2=Nn3c(nnc3-c3ccccc3)SC2)cc1Cl | -1
52 | O=C(Nc1ccccc1)c1ccc2c(c1)OCCO2 | -2

These rows are one share of the data; count on the stated rates, not on these rows.
